Bioassay records (PubChem)
GPT2 inh: Primary qHTS assay for inhibitors of Glutamate pyruvate transaminase 2 (GPT2). Alanine aminotransferase 2 (Homo sapiens), Q8TD30. Recombinant GPT2, coupled pyruvate oxidase/HRP Amplex Red fluorescence. Potency, µM (highest dose often 57.7 µM), for inactives: top-dose activity change, negative = inhibition, hits mostly inhibitors. 0.25% of 100,000 active; note: potency is the fitted concentration of half-maximal effect; nearly all actives have a fitted effect of over 60% in size; many of its hits are not listed in these tables
Target sequence (Q8TD30 whole entry, looked up): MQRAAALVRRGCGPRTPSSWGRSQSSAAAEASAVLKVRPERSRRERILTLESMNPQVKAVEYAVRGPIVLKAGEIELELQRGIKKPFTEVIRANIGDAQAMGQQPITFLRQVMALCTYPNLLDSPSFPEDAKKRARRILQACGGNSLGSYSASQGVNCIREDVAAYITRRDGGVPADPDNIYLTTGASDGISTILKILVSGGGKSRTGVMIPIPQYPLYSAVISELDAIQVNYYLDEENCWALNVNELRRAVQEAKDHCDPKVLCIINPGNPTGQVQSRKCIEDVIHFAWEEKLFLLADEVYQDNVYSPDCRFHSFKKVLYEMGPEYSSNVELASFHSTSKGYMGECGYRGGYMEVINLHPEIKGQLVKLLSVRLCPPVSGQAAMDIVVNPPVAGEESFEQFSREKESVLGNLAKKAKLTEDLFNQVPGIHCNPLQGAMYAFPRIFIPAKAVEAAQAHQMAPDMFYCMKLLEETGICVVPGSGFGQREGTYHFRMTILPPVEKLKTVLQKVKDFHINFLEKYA
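Inhibition is scored from Amplex Red fluorescence generated when pyruvate oxidase and HRP act on pyruvate released by GPT2. Reactions contain 10ng/uL enzyme, 250uM a-KG and 2mM L-alanine and run 30 min at room temperature.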
HEK293 viab: GF-AFC viability counterscreen for inhibitors of alpha-synuclein gene (SNCA) expression. 0.12% of 150,000 active. HEK-293-SNCA-luc viability, GF-AFC fluorescence, 24 h. AID 1671193, 2021. Potency, µM (titrated, usually from 57.1 µM), inactives show at the top dose activity change, negative = cytotoxicity, usual class: cytotoxic;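 note: potency is the fitted concentration of half-maximal effect; 0% = DMSO-treated cells and -100% = medium-only wells without cells; nearly all actives have a fitted effect of over 30% in size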
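Cytotoxicity counterscreen: after 24 h compound treatment of genome-edited SNCA-luciferase HEK-293 cells, live-cell protease substrate GF-AFC read by fluorescence after 30 min; activity scaled between DMSO (0%) and medium-only (-100%), curves Hill-fitted.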
HEK293 tox: Cytotoxic Profiling in HEK 293 Cell Line of Diverse Libraries Using Quantitative High-Throughput Screening. HEK 293 viability, ATP luminescence (CellTiter-Glo), 48-72 h. Potency, µM (highest dose often 115 µM), without a hit: top-dose activity change, negative = cytotoxicity, hits mostly inhibitors. 6.6% of 94,000 active. AID 1345083, 2018; note: potency is the fitted concentration of half-maximal effect; nearly all actives have a fitted effect of over 60% in size
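CellTiter-Glo luminescence (cellular ATP) was read after 48 or 72 hr of compound exposure at 37 degree Celsius. Cells were HEK 293 plated at 250 cells/well.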
IP6K1 inhibitor: Primary qHTS assay for small molecule inhibitors of Inositol hexaphosphate kinase 1 (IP6K1); AID 1645851, 2021; Inositol hexakisphosphate kinase 1 (Homo sapiens), Q92551; 0.81% of 140,000 active; IP6K1 kinase, ADP-Glo luminescence, 2 h; active compounds read low; activity change, % (series mostly up to about 58 µM); in the data active = activity change below about -25%
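ADP-Glo luminescence measures ADP made by human IP6K1 during a 2 h RT reaction with ATP/IP6 (mix at 1.3 mM/130 uM); top library doses 57.5 and 19.1 uM final.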
SNCA expr inhib: Primary qHTS assay for inhibitors of alpha-synuclein gene (SNCA) expression; AID 1671194, 2021; 0.17% of 140,000 active; Potency, µM (highest dose often 57.2 µM), without a hit: at the highest dose activity change, negative = inhibition, usual class: inhibitors; HEK-293 SNCA-luciferase knock-in, luminescence, 24 h;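 note: potency is the fitted concentration of half-maximal effect; plate controls were DMSO cells for no effect and cell-free wells for full effect; nearly all actives have a fitted effect of over 45% in size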
Luciferase inh: Firefly luciferase inhibition profiling of diverse chemical library using quantitative high-throughput screening. purified P. pyralis luciferase, luminescence, biochemical. Potency, µM (series often up to 115 µM), for the others: at the top dose activity change, negative = inhibition, usual class: inhibitors. 2.5% of 76,000 active. AID 1347043, 2019; note: potency is the fitted concentration of half-maximal effect; nearly all actives have a fitted effect of over 65% in size
Target sequence (P08659 whole entry, looked up): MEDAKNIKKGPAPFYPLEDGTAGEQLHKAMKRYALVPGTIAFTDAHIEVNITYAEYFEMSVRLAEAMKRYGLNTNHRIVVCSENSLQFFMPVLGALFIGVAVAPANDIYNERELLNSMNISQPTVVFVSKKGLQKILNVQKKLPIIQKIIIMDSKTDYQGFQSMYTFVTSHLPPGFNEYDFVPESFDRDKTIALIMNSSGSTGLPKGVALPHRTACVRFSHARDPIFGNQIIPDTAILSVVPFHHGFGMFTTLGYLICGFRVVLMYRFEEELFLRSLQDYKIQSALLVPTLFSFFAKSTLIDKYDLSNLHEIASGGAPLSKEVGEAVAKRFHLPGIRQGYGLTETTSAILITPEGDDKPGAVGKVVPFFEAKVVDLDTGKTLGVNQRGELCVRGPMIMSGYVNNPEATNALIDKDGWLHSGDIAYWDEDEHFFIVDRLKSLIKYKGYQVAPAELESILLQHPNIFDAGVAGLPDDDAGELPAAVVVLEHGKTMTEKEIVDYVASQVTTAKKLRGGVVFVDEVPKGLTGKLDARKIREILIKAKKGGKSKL
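Luminescence read by CCD imaging after purified firefly luciferase (10nM final) was added to substrate buffer holding 10uM D-luciferin and 10uM ATP, pH 7.5, pre-dosed with compound.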
3T3 cytotox: Cytotoxic Profiling in NIH 3T3 Cell Line of Diverse Libraries Using Quantitative High-Throughput Screening. Potency, µM (top dose mostly 96.7 µM), without a hit: top-dose activity change, negative = cytotoxicity, actives largely listed as inhibitors. NIH 3T3 viability, CellTiter-Glo ATP luminescence, 48-72 h. 4.3% of 94,000 active; note: potency is the fitted concentration of half-maximal effect; nearly all actives have a fitted effect of over 55% in size
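Cytotoxicity was measured by CellTiter-Glo ATP luminescence after 48 or 72 h compound exposure at 37 °C. Mouse NIH 3T3 fibroblasts were seeded at 400 cells/well and dosed by 23 nL pin transfer.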
The depositor's hits bear a star; i = inactive; ? = inconclusive; nt = not tested or not shown; & = joins results of further samples; ! = a repeat was not active; [ ] = remark or other dose. Unless noted, calls come from the whole dose curve; as a rule, active = well fitted curve in the direction sought with a large enough effect; inconclusive = small, poorly fitted or top-dose-only effect, or another doubt; inactive = no such curve, though single readings can be large; an effect the other way counts as inactive or inconclusive. Unless noted, % is set by controls: 0 for no effect and ±100 for the full control effect.

SMILES	GPT2 inh	HEK293 viab	HEK293 tox	IP6K1 inhibitor	SNCA expr inhib	Luciferase inh	3T3 cytotox
CN(CC1CCOC1)C(=O)c1cc(Cl)ccc1F (stereo not given)	i	6%	-20%	34	1%	4%	i
Cc1noc(-c2cn(C3CCN(C(=O)c4cccc(C#N)c4)CC3)nn2)n1	3%	0%	3%	27	-18%	-2%	?
OC[C@H]1O[C@@H](Oc2ccc(O)c3cccc(O)c23)[C@H](O)[C@@H](O)[C@@H]1O	?	-18%	nt	-23	nt	nt	nt
C[C@]1(O)CCN(C(=O)c2ccc3c(c2)OCC(=O)N3)C[C@@H]1O	4%	3%	-1%	11	-6%	4%	-11%
COc1ccccc1N1CCN(C2CCCN(C3CCN(Cc4ccccc4)CC3)C2)CC1 (stereo not given)	-4%	-8%	?	10	17%	0%	?
COCCN1C(=O)c2ccccc2C(C(=O)Nc2nc3c(s2)CCC3)C12CCCC2 (stereo not given)	-7%	-18%	-5%	21	-9%	-8%	-13%
CCC(=O)N(C1CCOCC1)C1CCN(S(=O)(=O)c2ccc(C)cc2C)CC1	i	-8%	-30%	-13	0%	-13%	?
Cc1ccc(S(=O)(=O)c2cn(Cc3ccccc3F)c3cc4c(cc3c2=O)OCO4)cc1	nt	6%	nt	31	56%[activator]	nt	nt
COc1ccc(N2CCN(C(=O)CN(C)S(=O)(=O)c3cccs3)CC2)cc1	nt	14%	nt	-6	25%	nt	nt
Cn1ncc2c(C(=O)NCCc3ccc(Cl)cc3)cc(C(C)(C)C)nc21	-10%[88.5 µM]	-4%[12.5 µM]	40µM*!	24&-5	-3%[87.6 µM]	nt	?
O=C(CC1CCOC2(CCN(Cc3ccsc3)CC2)C1)N1CCCC1 (stereo not given)	i	2%	-12%	27	3%	1%	2%
COCCn1c(-c2ccccc2)c(C)n2c3c(=O)n(C)c(=O)n(C)c3nc12	nt	-5%	nt	22	-8%	nt	nt
CC(=O)Nc1ccc(CN2C3CCC2CN(C(C)C)C3)cc1	?	15%[87.6 µM]	i	-3	12%[87.6 µM]	-11%[172 µM]	-13%[138 µM]
Cc1cc(C)cc(C(=O)NC(Cc2ccccc2)C(=O)N2CCN(c3ccccn3)CC2)c1 (stereo not given)	3%	-1%	?	10	2%	0%	?
CCn1nccc1C(=O)N1CCOc2ccc(CCC(N)=O)cc2C1	i	-3%[12.5 µM]	-7%	-3	14%	-1%	-16%
c1cncc(CN2CCCCC2c2nc(CCOCC3CCOCC3)no2)c1 (stereo not given)	3%	-4%[12.5 µM]	3%	7	?	-2%	-1%
CC(C)c1ccccc1NC(=O)CN1C(=O)NC2(CCOCC2)C1=O	0%	12%	4%	-5	7%	3%	-2%
CC(=O)c1c(C)nn(CCC(=O)N[C@@H]2CCNC[C@H]2O)c1C	-21%[11.5 µM]	-1%	-11%	21	-7%	1%	-21%
CC(C)N1CCN(C(=O)CCC[C@@H]2[C@H]3CCCN4CCC[C@@H](CN2C(=O)c2cccnc2)[C@@H]34)CC1	-3%	-9%	3%	2	-14%	0%	4%
Cc1cccn2c(=O)c(C(=O)NCCCN3CCCCC3C)c(O)nc12 (stereo not given)	nt	-17%	nt	0	-21%	nt	nt
COC[C@@H]1CN(C(=O)c2ccc(OC)cc2OC)C[C@H]1c1ccncc1	-5%	-2%	-30%	10	5%	2%	-16%
OC1CN(Cc2ccccc2)CCN(Cc2ccc(OC(F)F)cc2)C1 (stereo not given)	0%	3%	?	3	12%	11%	-25%
COc1cc(OC)cc(C(=O)NCCc2csc(-c3ccc(C(F)(F)F)cc3)n2)c1	nt	?	nt	-21	-12%	nt	nt
CNC(=O)[C@@H]1CN(C(=O)c2cnc[nH]2)C[C@H]1COC	i	7%	-2%	3	5%	5%	i
CN(C)CCC(=O)N1Cc2ccccc2CC2(CCCCN2CC2CCOCC2)C1 (stereo not given)	0%	-14%	-16%	-9	2%	nt	-17%

Quoted from the results shown, four compounds:
SMILES	GPT2 inh	HEK293 viab	HEK293 tox	IP6K1 inhibitor	SNCA expr inhib	Luciferase inh	3T3 cytotox
COc1ccc(N2CCN(C(=O)CN(C)S(=O)(=O)c3cccs3)CC2)cc1	nt	14%	nt	-6	25%	nt	nt
Cn1ncc2c(C(=O)NCCc3ccc(Cl)cc3)cc(C(C)(C)C)nc21	-10%[88.5 µM]	-4%[12.5 µM]	40µM*!	24&-5	-3%[87.6 µM]	nt	?
O=C(CC1CCOC2(CCN(Cc3ccsc3)CC2)C1)N1CCCC1 (stereo not given)	i	2%	-12%	27	3%	1%	2%
COCCn1c(-c2ccccc2)c(C)n2c3c(=O)n(C)c(=O)n(C)c3nc12	nt	-5%	nt	22	-8%	nt	nt

(cont.)
SMILES	GPT2 inh	HEK293 viab	HEK293 tox	IP6K1 inhibitor	SNCA expr inhib	Luciferase inh	3T3 cytotox
CCOC(=O)CC(NC(=O)c1cc2cc(Cl)ccc2oc1=O)c1ccc(C)cc1 (stereo not given)	nt	24%	nt	5	-3%	nt	nt
CC1=C(C(=O)NCc2ccccc2F)C2(CCCCC2)OC1=O	nt	2%	nt	19	16%	nt	nt
CCC(CC)C(=O)NC[C@@H]1C=C(C)[C@H](Cc2nc3ccc(OC)cc3[nH]2)C[C@H]1C(C)C	i	40µM*	45µM*	5	?	15%[172 µM]	?
CN(Cc1ccccc1)C(=O)C[C@@H]1CCNC[C@@H]1Cc1cc(CN2CCCCC2)on1	4%[88.5 µM]	-13%[87.6 µM]	?	5	-26%[87.6 µM]	3%[172 µM]	?
CC1CCCCN1c1nnc(NC(=O)Nc2ccccc2F)s1 (stereo not given)	nt	12%	nt	-13	-16%	nt	nt
CCC(C)NC(=O)Cn1ccc2cc(S(=O)(=O)N3CCCCC3)ccc21 (stereo not given)	nt	4%	nt	17	-6%	nt	nt
CCCCc1nn2c(=O)cc(COC(=O)c3ccccc3NC(=O)c3ccccc3OC)nc2s1	nt	-10%	nt	9	18%	nt	nt
Cc1nc2n(c1C(=O)N(C)c1ccccc1)CCC(Nc1ccc(F)cc1)C2 (stereo not given)	-4%[88.5 µM]	-14%[87.6 µM]	?	24	13%[87.6 µM]	0%[172 µM]	-20%[138 µM]
Cn1cccc1-c1noc(C2CCN(C(=O)NC(C)(C)C)CC2)n1	-3%	18%	?	23	-3%	nt	-37%
CCOC(=O)c1ccc(NC(=O)c2c(NCc3cc(OC)ccc3OC)sc3c2CCC3)cc1	nt	-7%	nt	-8	-4%	nt	nt
CCCCCC(=O)N1CC[C@@H](CC(=O)NCc2ccccc2)[C@@H](CC)C1	i	3%[87.6 µM]	-29%[172 µM]	0	-25%[87.6 µM]	0%[172 µM]	-35%[174 µM]
COc1ccc(-c2nnc3n2CCN(C(C)=O)C3)cc1	i	-14%[87.6 µM]	?	2	-5%[87.6 µM]	3%[172 µM]	-15%[138 µM]
COC(=O)CNC(=O)c1ccc2nnc(-c3ccc(C(F)(F)F)cc3)n2c1	i	-3%	-10%	11	-2%	nt	-19%
COc1ccc(C(=O)NC2CCN(C(=O)N3CC4CC(C3)[C@H]3CCCC(=O)N3C4)CC2)cc1 (stereo not given in full)	-11%	-17%	-2%	25	-18%	-1%	-3%
CCCc1nc2sc3c(N4CCCCC4)ncnc3c2c2c1CCCC2	nt	0%	nt	11	?	nt	nt
Cc1ccc(N(CC(=O)Nc2cc(C)ccc2C)S(=O)(=O)c2c(C)noc2C)cc1	nt	3%	nt	-9	14%	nt	nt
COc1ccc(-c2ccccc2C(=O)N2CCC(NC(=O)c3ccccc3C)CC2)nn1	nt	nt	3%	1	nt	nt	5%
NC1[C@H]2CN(c3nc4c(cc3F)c(=O)c(C(=O)O)cn4-c3ccc(F)cc3F)C[C@@H]12 (stereo not given in full)	-6%	-3%[23.9 µM]	nt	0	-19%[25.6 µM]	nt	nt
Cc1cc(C)c(S(=O)(=O)Nc2cc(Cl)c3oc4c(c3c2)C(=O)CCC4)cc1C	nt	6%	nt	-2	?	nt	nt
CN(C)CCNC(=O)c1ccc2c(c1)N(Cc1c(F)cccc1Cl)C(=O)c1ccccc1S2	nt	-22%	nt	24	-44%	nt	nt
O=C(Nc1ccc(N2CCOCC2)cc1)C1(CCO)CCN(c2ncccn2)C1 (stereo not given)	?	-6%	-17%	6	?	3%	-6%
O=C1NCc2ccccc2CC12CCN(Cc1ccc(Cl)cc1)CC2	-4%	-3%	?	-2	-19%	nt	-13%
CC(C)n1ccnc1CN1CCC2(CCCO2)CCC1=O (stereo not given)	i[11.5 µM]	2%	-10%	15	3%	0%	-14%
CCc1nc2c(c(-c3ccc(Cl)cc3)n1)CN([S+](=O)([O-])c1cccc(C(F)(F)F)c1)CC2	-6%	7%	-15%	10	?	9%	-32%
O=C(Nc1ccc(NC(=O)c2cccs2)cc1)c1cccc(Br)c1	nt	6%	nt	0	17%	nt	nt

Following part
SMILES	GPT2 inh	HEK293 viab	HEK293 tox	IP6K1 inhibitor	SNCA expr inhib	Luciferase inh	3T3 cytotox
CN(c1ccccc1)c1ccc2c(n1)CN(CC(=O)N1CCCC1)C(=O)CO2	3%[88.5 µM]	2%[87.6 µM]	?	-3	-7%[87.6 µM]	4%[172 µM]	?
Cc1nc2c(-c3ccccc3)c(C)[nH]n2c(=O)c1Cc1ccc(C(C)C)cc1	nt	-13%	nt	-15	-22%	nt	nt
CC1(C(=O)NCc2cnccn2)CCc2cnc(Nc3ccccc3)nc21 (stereo not given)	-15%[88.5 µM]	-18%[87.6 µM]	?	4	-28%[87.6 µM]	-4%[172 µM]	?
CN(Cc1cc(Br)cc(Br)c1N)C1CCCCC1	i	-18%	nt	6	-16%	nt	nt
COc1cc(OC)cc(C(=O)Nc2ccc3c(c2)OCCO3)c1	nt	-7%	nt	4	30%	nt	nt
CC(C)CCN1CCc2c(n(Cc3cccnc3)n(-c3ccccc3)c2=O)C1	-8%[88.5 µM]	0%[87.6 µM]	4%[172 µM]	1	-1%[87.6 µM]	-3%[172 µM]	?
CCOc1ccccc1CN1C[C@@H](CO)[C@H](NC(=O)c2cccnc2)C1	i	-1%	?	-6	?	0%	-25%

Gathered by group: those above containing a CF3 group.
SMILES	GPT2 inh	HEK293 viab	HEK293 tox	IP6K1 inhibitor	SNCA expr inhib	Luciferase inh	3T3 cytotox
COc1cc(OC)cc(C(=O)NCCc2csc(-c3ccc(C(F)(F)F)cc3)n2)c1	nt	?	nt	-21	-12%	nt	nt
COC(=O)CNC(=O)c1ccc2nnc(-c3ccc(C(F)(F)F)cc3)n2c1	i	-3%	-10%	11	-2%	nt	-19%
CCc1nc2c(c(-c3ccc(Cl)cc3)n1)CN([S+](=O)([O-])c1cccc(C(F)(F)F)c1)CC2	-6%	7%	-15%	10	?	9%	-32%

Some of the compounds tested, so the mix of outcomes need not match the whole.
